# TLR9-MyD88 inh – TLR9-MyD88 interaction inhibition; Q9NR96+Q99836; CHO BLA complementation TLR9-MyD88, CCF4 FRET ratio; inhibition, % at 4.98 µM; 340,000 compounds, 0.21% hits; AID 504734;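 active = inhibition above the mean over all tested compounds plus 3 SD, cut at about 21% in these data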;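 also: 0% = DMSO only wells and 100% = clavulanate BLA inhibitor control wells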
# SRC2 inh – inhibits human steroid receptor coactivator 2; HEK293 GAL4-SRC2 luciferase reporter, luminescence; inhibition, % at 9 µM; Q15596; 370,000 compounds, 0.17% hits; AID 651957;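 active = inhibition above the mean inhibition of all tested compounds plus 3 SD, set per campaign, cut at about 52% in these data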;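 also: 0% = DMSO treated cells and 100% = cells given Gossypol at 36 µM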
# Glyco luc inh – N-linked glycosylation inhibition; D54 ERlucT glycosylation luciferase reporter, 24 h; percent of 100 nM tunicamycin response; reporter increase, % at 12.5 µM; 360,000 compounds, 0.23% hits; AID 588692;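 active = mean luciferase reporter signal, scaled so untreated is 0 and the glycosylation-blocking control 100, at or above a set limit in every replicate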;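 also: luciferase carries N-glycosylation sites so blocking glycosylation raises the light; 0% = median of neutral control wells and 100% = median of 100 nM tunicamycin wells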
# ABCB6 inh MLPCN – inhibitors of human ABC transporter ABCB6; Q9NP58; K562-ABCB6 porphyrin accumulation, flow cytometry, 1 h; active compounds read low; fluorescence ratio to DMSO, % at 10 µM; 360,000 compounds, 0.19% hits; AID 602162;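 active = fluorescence ratio to DMSO below 75%, the collection mean minus 3 SD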;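 also: signal is porphyrin accumulated inside mitochondria; 100% equals median channel fluorescence of DMSO control wells; lower ratio means ABCB6 inhibition with less porphyrin fluorescence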
# Target sequence (Q9NP58 whole entry, looked up): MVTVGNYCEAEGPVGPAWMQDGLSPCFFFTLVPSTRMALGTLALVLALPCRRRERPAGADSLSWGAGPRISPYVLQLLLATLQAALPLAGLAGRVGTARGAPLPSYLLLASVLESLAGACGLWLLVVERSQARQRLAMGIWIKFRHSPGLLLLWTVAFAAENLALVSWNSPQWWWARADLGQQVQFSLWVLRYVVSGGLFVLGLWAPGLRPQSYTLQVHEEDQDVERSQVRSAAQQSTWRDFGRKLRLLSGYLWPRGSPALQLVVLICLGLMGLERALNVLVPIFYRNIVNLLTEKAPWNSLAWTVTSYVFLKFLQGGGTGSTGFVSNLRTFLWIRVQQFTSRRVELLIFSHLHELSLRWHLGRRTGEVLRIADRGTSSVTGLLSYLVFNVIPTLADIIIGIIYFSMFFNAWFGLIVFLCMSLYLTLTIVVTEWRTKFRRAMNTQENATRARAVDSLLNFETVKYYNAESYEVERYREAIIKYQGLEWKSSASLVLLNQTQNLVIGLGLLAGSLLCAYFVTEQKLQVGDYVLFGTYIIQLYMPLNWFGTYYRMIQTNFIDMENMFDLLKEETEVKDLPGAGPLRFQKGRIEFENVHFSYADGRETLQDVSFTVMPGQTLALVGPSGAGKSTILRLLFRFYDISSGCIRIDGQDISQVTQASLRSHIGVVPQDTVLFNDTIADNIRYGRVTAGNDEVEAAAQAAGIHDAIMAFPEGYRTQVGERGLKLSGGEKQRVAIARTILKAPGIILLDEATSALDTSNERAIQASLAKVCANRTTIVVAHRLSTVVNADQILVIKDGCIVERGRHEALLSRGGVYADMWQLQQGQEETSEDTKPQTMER
# NOD2-RIPK2 inh – blocks binding of human NOD2 to RIPK2 | 360,000 compounds, 0.38% hits | O43353 | CHO BLA complementation NOD2-RIPK2, CCF4 ratio | inhibition, % at 4.98 µM; in the data active = inhibition above about 21%;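 also: 0% = vehicle only and 100% = reference blocker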
# MC4R antag cAMP – human MC4R antagonism in cAMP assay; MC4R-expressing cells, MTII-stimulated cAMP, LANCE TR-FRET; 360,000 compounds, 0.48% hits; P32245; AID 540295; inhibition, % at 6.5 µM;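 active = inhibition above its plate's cutoff, the mean of tested wells on that plate plus 3 SD, cut at about 29% in these data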;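 also: 0% = Melanotan II alone and 100% = Melanotan II plus saturating MCL0020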
#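 Assay system: human MC4R-expressing U2OS cells; reagent: Melanotan II stimulation of cells; dosing: 6.5 µM single dose; timing: compound 30 min, challenge 1 h, detection 1 h; signal: TR-FRET cAMP assay; replicates: one well per compound, no replicates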
# HTR2A ag – activates the mouse 5-HT2A serotonin receptor. P35363. CHO-K1 mHTR2A beta-arrestin complementation, luminescence; percent of 30 µM serotonin response. activation, % at 7.6 µM. 360,000 compounds, 0.66% hits;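 active = activation above a run cutoff, the mean activation of all tested compounds plus 3 SD, cut at about 14% in these data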;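 also: 0% = plate median of compound wells and 100% = 30 µM serotonin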
# Cardio protect – protects H9c2 cardiomyocytes from peroxide injury; H2O2 injury protection, ATPLite, 2 h; protection from H2O2 cell death, % at 20 µM; 360,000 compounds, 0.63% hits; AID 588492;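 active = compounds giving at least 50% protection of heart cells from peroxide-induced death in the single-dose screen, raw or plate-pattern-corrected value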;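 also: 0% = DMSO wells with peroxide and 100% = DMSO wells without peroxide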
# MC4R barr agon – agonists of human melanocortin 4 receptor (MC4R) beta-arrestin; P32245; U2OS MC4R beta-arrestin complementation, luminescence; percent of melanotan II response, DMSO zero; activation, % at 8.9 µM; 360,000 compounds, 0.98% hits; AID 540308;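 active = activation above a per-plate cutoff, the mean activation of sample wells on that plate plus 3 SD, cut at about 8% in these data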
# ABHD5 PLIN5 PPI – blocks binding of human ABHD5 to perilipin-5; AID 602281; 360,000 compounds, 0.78% hits; inhibition, % at 4 µM; Q00G26+Q8WTS1; Split G. princeps luciferase complementation, luminescence, 4 h;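 active = inhibition above the mean inhibition across every tested compound plus 3 SD, cut at about 22% in these data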;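 also: 0% = DMSO only wells and the 100% control is not disclosed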
# Starred values were filed as active, the others as inactive; nt = no result given.
Compound,TLR9-MyD88 inh,SRC2 inh,Glyco luc inh,ABCB6 inh MLPCN,NOD2-RIPK2 inh,MC4R antag cAMP,HTR2A ag,Cardio protect,MC4R barr agon,ABHD5 PLIN5 PPI
Cc1ccc(-n2nnnc2CSc2nnc(-c3ccc(O)cc3)o2)cc1,-1,6,4,98,-1,-8,-1,-1,-2.9,-4
CCOC(=O)N1CCN(C(=O)c2cc(COc3ccc(OC)cc3Cl)on2)CC1,-14,-22,nt,100,-6,-1,1,-4,-1.8,-1
COc1ccccc1CCC(=O)Nc1nc2ccccc2[nH]1,8,-9,7,94,4,8,-1,4,1.9,-1
Cc1ccc(/C=N/c2sc3c(c2C#N)CCCCC3)o1,0,-48,0,117,-12,-5,16*,-35,-1.1,-23
COc1cccc(-n2c(=O)c3sccc3n(CC(=O)NCC3CCCO3)c2=O)c1 (configuration not stated),-12,8,-1,94,-1,9,-1,2,-2.1,5
COc1ccc(NC(=O)Cc2c(O)c3ccccc3[nH]c2=O)cc1,-60,-2,0,107,-6,-1,3,-20,-1.0,-3
Cn1cc([N+](=O)[O-])c(C(=O)n2cccn2)n1,-2,0,2,101,-1,-2,1,-6,-1.3,3
CCc1cccc(C)c1NC(=O)C1CCN(C(=O)c2ccc([N+](=O)[O-])cc2)CC1,-1,-27,1,103,-9,6,4,-5,1.9,-3
CCOc1ccc(-n2c(=S)sc3c(=O)[nH]c(SCC(=O)C(C)(C)C)nc32)cc1,-1,-9,-2,94,-4,6,17*,-7,-2.4,-7
CN(CC1CCCN(CCc2cccc(C(F)(F)F)c2)C1)C(=O)c1ccc2nc[nH]c2c1 (configuration not stated),-2,8,-3,94,0,10,-6,1,-2.5,0
CCN1CCN(S(=O)(=O)c2cc(C)c(OC)cc2C)CC1,-13,4,0,95,-4,0,-5,12,-3.2,-2
CCn1c(=N)c(C(=O)NC)cc2c(=O)n3cccc(C)c3nc21,2,-36,6,100,-5,3,-4,12,-2.6,-1
CC(C)(C)NC(=O)CSC(=Nc1ccc(F)cc1)NC#N,-1,3,2,115,-6,6,-1,0,-0.3,-5
COc1cc(/C=C(\CC(=O)O)c2nc3ccccc3s2)cc(OC)c1O,-5,-1,4,97,-1,13,-8,7,-2.5,8
CC(C)N(C)C(=O)CCc1nnc(CCc2c[nH]c3ccccc23)o1,4,-14,3,102,-1,14,-4,0,-0.3,-4
COc1ccc(C(C)NC(=O)c2ccccc2)cc1 (configuration not stated),-1,nt,1,102,3,5,2,3,0.1,0
COc1ccc(S(=O)(=O)N(C)C[C@H]2Oc3c(NC(=O)NC4CCCCC4)cccc3C(=O)N([C@H](C)CO)C[C@@H]2C)cc1,-5,-15,-1,97,-20,3,1,2,-1.3,-11
CCN(CC(=O)NC(=O)NCc1ccccc1)CC(=O)Nc1cc(Cl)ccc1C,-3,6,3,99,-8,4,-7,-10,3.6,9
COCc1ccc(CN2CCC(C(=O)Nc3cccc(-c4cscn4)c3)CC2)o1,-10,-3,-1,101,1,17,0,2,1.6,-7
Cc1ccc(CN2CCN(C3CCOCC3)CC2CCO)cc1 (configuration not stated),8,-7,0,88,1,5,0,2,-2.3,1
CCN(CC)CCOc1nnc(-c2ccc(C)cc2)c2ccccc12,6,-19,-4,94,-10,-3,-9,-4,-0.4,-7
CCCCn1c(N)c(N(CC(C)C)C(=O)c2ccc(S(=O)(=O)N(CC)c3ccccc3)cc2)c(=O)[nH]c1=O,-2,10,-1,94,0,13,-4,2,-1.0,-1
CC(NC(=O)c1cn(C)c2ccc(S(=O)(=O)N3CCCC3)cc2c1=O)c1ccccc1 (configuration not stated),-7,12,1,80,-4,17,-2,5,-2.0,-2
Cc1cccc(C2=NNC(=O)C(c3ccc(Cl)cc3)C2)c1 (configuration not stated),-17,23,-4,100,-4,9,2,0,-0.4,5
COc1ccc(-c2nc3c4ccccc4ccn3c2Cc2ccc(C)cc2)cc1OC,nt,4,1,118,-4,nt,-4,-13,nt,1
CC(Cc1cccs1)N(Cc1ccc(Cl)cc1)C(=O)c1ccncc1 (configuration not stated),-1,1,-1,98,-10,1,1,-1,-1.0,0
CN(C)c1nc(OCCOC(=O)COc2ccc(Cl)cc2Cl)nc(N(C)C)n1,4,9,1,91,3,18,3,-3,3.6,-1
C=CCn1c(SCC(=O)Nc2ccc(S(N)(=O)=O)cc2)nnc1-c1cnccn1,-13,3,-1,102,-12,2,-1,-2,0.1,2
O=C(NNC1=NS(=O)(=O)c2ccccc21)c1ccccc1,-1,1,-1,104,9,14,2,-17,-1.5,5
COc1cc(NC(=O)c2ccco2)c(C(=O)OCC(=O)c2c[nH]c3ccccc23)cc1OC,-8,9,-3,106,6,-12,3,66*,-1.2,4
C[C@@H]1CN([C@@H](C)CO)S(=O)(=O)c2ccc(-c3ccc(C#N)cc3)cc2O[C@@H]1CN(C)Cc1ccccn1,-12,-17,-1,99,-18,6,10,30,-0.5,9
O=C(c1ccco1)N1CCN(C(=O)c2ccc(Cn3cc(Br)cn3)o2)CC1,-6,-4,-2,101,-2,9,6,11,-0.4,3
Nc1nonc1-n1nnc(C(=O)N/N=C/c2ccccc2F)c1-c1cccs1,6,-3,0,102,-6,8,-2,-1,-1.0,0
Cc1ccc(OCC(=O)c2cc(C)c(C)cc2C)c([N+](=O)[O-])n1,-4,33,0,97,-2,2,-1,12,-2.4,-7
O=C(c1cccc(C(F)(F)F)c1)N1CCC2(CC1)NCCc1[nH]cnc12,3,15,1,98,-3,0,-4,0,-3.1,0
Fc1ccccc1CSc1nnnn1-c1ccc2c(c1)OCO2,-7,-8,-3,152,3,9,-3,-3,3.4,-6
Cc1ccc(S(=O)(=O)N2CCC[C@H]2C(=O)Nc2ccccc2C)cc1,1,-25,-1,98,-8,3,-2,5,-1.8,-2
O=C(O)c1ccccc1C(=O)Nc1ccc(-n2nc(C(F)(F)F)cc2C(F)(F)F)cc1,nt,-15,0,96,-4,9,0,1,1.8,5
COC(=O)c1ccccc1NC(=O)Cn1cnc([N+](=O)[O-])c1,-14,-20,2,93,-2,11,3,-2,-0.8,-11
NC(=O)COc1ncnc2scc(-c3ccc(F)cc3)c12,-11,-13,1,100,7,20,-3,-2,-3.2,1
COc1ccc(NS(=O)(=O)c2c(C)[nH]c(=O)[nH]c2=O)cc1OC,3,3,-1,99,-7,15,-7,-5,-0.5,1
NS(=O)(=O)c1ccc(NC(=O)COc2ccc(C(=O)c3ccc(F)cc3)cc2)cc1,4,36,-3,96,1,6,-3,-13,2.1,8
COC(=O)c1c(Sc2ccccc2)c2ccccc2n1C,-5,6,0,100,-1,18,-8,4,0.1,0
COc1ccc(NC(=O)NCCN2CCN(c3ccc(C)cc3)CC2)c(Cl)c1,-6,24,0,104,6,0,2,-1,-0.1,3
CCOC(=O)C1=NN(c2ccccc2C)C2=NC(C)=C(C(=O)OC)C(c3cccc(OC)c3)N12 (configuration not stated),2,9,1,93,-6,4,4,-1,-0.5,10
CCOC(=O)c1c(C)[nH]c(C)c1S(=O)(=O)NCCc1ccc(SC)cc1,6,3,0,89,9,4,-3,-7,-1.6,-4
Cc1ccc(-n2c3c(c(=O)[nH]c2=O)C(C(F)(F)F)(C(F)(F)F)NC(=O)N3)cc1,-2,nt,0,98,-4,1,-7,2,-1.3,2
O=C(O)CCC(=NNC(=O)c1cccc(S(=O)(=O)N2CCCCC2)c1)c1ccccc1,-20,4,1,95,-8,0,5,3,-2.9,7
O=C(COc1cc2oc(=O)c3c(c2cc1Cl)CCC3)Nc1cccnc1,-2,-28,0,104,-10,4,-2,-4,-1.2,-5
Cc1ccccc1-c1nc2sc3c(c2c(=O)n1N)CCCC3,1,-9,-12,96,5,3,4,4,-0.1,-6

# Additional entries:
Compound,TLR9-MyD88 inh,SRC2 inh,Glyco luc inh,ABCB6 inh MLPCN,NOD2-RIPK2 inh,MC4R antag cAMP,HTR2A ag,Cardio protect,MC4R barr agon,ABHD5 PLIN5 PPI
COc1ccc(C)cc1NC(=O)C(CCS(C)(=O)=O)NC(C)=O (configuration not stated),5,-2,2,98,-7,5,-2,-1,-0.1,-1
O=C1CC(c2cc([N+](=O)[O-])ccc2Cl)c2c(ccc3ccccc23)N1 (configuration not stated),-1,5,9,100,-3,6,-4,-4,5.1,-2
O=C1CCN(c2ncccc2[N+](=O)[O-])CC1,-8,-1,3,96,-14,-3,1,0,-1.7,5
CC(=O)c1cccc(N(C(=O)c2ccco2)C(C(=O)NC2CCCCC2)c2ccc(C)o2)c1 (configuration not stated),3,-9,-3,90,-7,17,6,2,-0.9,-1
CN1C(=O)c2ccccc2C(C(=O)O)C1c1cccc(F)c1 (configuration not stated),9,-1,2,90,-9,12,0,12,-2.5,0
C/C=C(\C)c1nnc(NC(=O)C(C)C)s1,3,-35,2,100,6,11,1,8,1.6,2
NC(=O)C1CCN(c2ccc(S(=O)(=O)N3CCCCC3)cn2)CC1,6,-10,0,93,6,-7,5,-4,3.7,8
Cc1ccc(N(CC(O)CN2CCCCC2)S(=O)(=O)c2ccc(C)cc2)cc1 (configuration not stated),-10,-2,-2,102,-1,4,-11,0,0.6,-10
O=C(CON=C1c2ccccc2-c2ccccc21)NC12CC3CC(CC(C3)C1)C2,5,1,-1,97,3,-1,-1,-2,0.4,2
C(=N\Nc1nncc2ccccc12)/c1ccccc1,-3,-58,-7,96,1,9,-1,-24,-1.8,0
CN1CCCCCC1C(=O)N1CCC(N2CCC(C(=O)N3CCOCC3)CC2)CC1 (configuration not stated),5,-7,-1,96,-3,-11,3,-1,-1.6,-2
Cc1ccc(-n2c(CNc3ccc(C)c(Cl)c3)n[nH]c2=S)cc1,-7,7,1,98,1,15,0,-7,0.7,-4
CCOC(=O)N1CCC(N(CCOC)C(=O)Nc2ccc(CC)cc2)CC1,-5,-11,1,96,2,11,-6,-2,-0.3,-2
O=C(NCCN1CCOC1=O)C1CCC(=O)N(CCc2ccc(Cl)cc2)C1 (configuration not stated),-7,8,0,90,-3,3,-2,-1,-2.8,-3
COc1ccc(-c2nc(N)n[nH]2)cc1,-7,-29,-1,95,-14,6,5,-1,2.5,-4
CCOC(=O)CSC1=C(C#N)C(=O)NC(c2ccc(OC)cc2)S1 (configuration not stated),-2,-2,4,106,-8,7,-5,-2,1.3,-5
CCN(CC)S(=O)(=O)c1cccc(NC(=O)COC(=O)c2[nH]c(C)c(C(C)=O)c2C)c1,2,21,1,95,2,6,2,-19,0.0,7
O=C(Oc1ccccc1N1C(=O)CCC1=O)c1ccco1,2,-28,2,84,1,-3,1,-2,-1.1,-6
CC1(C)C(=O)C2(CCCCC2)C(=O)OC1c1ccc(O)cc1 (configuration not stated),3,nt,-2,103,-19,10,1,-4,3.9,-2

# Source: PubChem BioAssay (several laboratories)

# The list is partial; count on the stated rates, not on these rows.
